# pPAFAH FP inh – inhibitors of human plasma PAF acetylhydrolase (pPAFAH); Q13093; 330,000 compounds, 1.5% hits; recombinant pPAFAH, FP-rhodamine probe fluorescence polarization; inhibition, % at 3.39 µM; AID 463082;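 active means inhibition above the mean inhibition across the screen plus 3 SD, cut at about 25% in these data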;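 further: inhibitors block binding of the rhodamine activity-based probe so polarization drops; 0% = enzyme with DMSO and 100% = wells lacking pPAFAH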
# Target sequence (Q13093 whole entry, looked up): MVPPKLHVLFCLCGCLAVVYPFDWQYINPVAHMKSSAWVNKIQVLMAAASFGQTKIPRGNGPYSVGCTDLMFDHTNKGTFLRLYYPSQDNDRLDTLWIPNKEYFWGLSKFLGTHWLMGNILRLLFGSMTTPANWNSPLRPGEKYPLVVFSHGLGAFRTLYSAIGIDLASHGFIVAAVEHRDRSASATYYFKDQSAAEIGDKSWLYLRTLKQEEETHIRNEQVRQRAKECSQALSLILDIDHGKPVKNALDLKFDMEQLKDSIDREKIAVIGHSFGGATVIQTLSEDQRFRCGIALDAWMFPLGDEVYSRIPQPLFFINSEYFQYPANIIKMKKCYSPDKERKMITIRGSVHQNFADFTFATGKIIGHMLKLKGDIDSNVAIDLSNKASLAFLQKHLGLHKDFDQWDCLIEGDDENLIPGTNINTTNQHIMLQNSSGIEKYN
# PREPL inhibitor – human PREPL enzyme inhibition; recombinant PREPL, fluorescence polarization activity-based probe; 320,000 compounds, 0.68% hits; inhibition, % at 5.96 µM; Q4J6C6; in the data active means inhibition above about 43%;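 further: 0% = enzyme with DMSO and 100% = wells lacking enzyme; many of its hits are not listed in these tables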
# PAFAH1B3 inh – blocks human PAF acetylhydrolase 1B catalytic subunit 3; Q15102; recombinant PAFAH1B3, FP-rhodamine probe, fluorescence polarization; inhibition, % at 3.39 µM; 340,000 compounds, 0.28% hits;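 active means inhibition above the screen-wide average of all tested compounds plus 3 SD, cut at about 25% in these data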;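 further: 0% = enzyme with DMSO only and 100% = wells lacking PAFAH1B3 protein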
# Target sequence (Q15102 whole entry, looked up): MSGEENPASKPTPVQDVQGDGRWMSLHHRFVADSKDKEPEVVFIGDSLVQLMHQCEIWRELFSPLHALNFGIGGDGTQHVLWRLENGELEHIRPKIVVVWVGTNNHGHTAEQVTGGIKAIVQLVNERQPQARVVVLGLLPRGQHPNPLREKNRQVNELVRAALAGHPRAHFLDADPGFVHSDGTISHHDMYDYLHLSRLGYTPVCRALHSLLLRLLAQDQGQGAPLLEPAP
# PAD4 FP inh – PAD4 (human) enzyme inhibition; Q9UM07; recombinant PAD4, RCA probe fluorescence polarization; inhibition, % at 6.36 µM; 330,000 compounds, 0.41% hits; AID 485272;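 active means percent inhibition above a cutoff equal to the mean of all tested compounds plus 3 SD, cut at about 15% in these data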;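 further: 0% = PAD4 with RCA probe and DMSO and 100% = probe without PAD4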
# LYPLA2 inh – counter-screen for PME1 inhibitors: inhibitors of human LYPLA2; recombinant LYPLA2, FP-Rh probe fluorescence polarization; inhibition, % at 5.9 µM; 320,000 compounds, 0.38% hits;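 active means inhibition above the screen-wide mean plus 3 SD, limit set per campaign, cut at about 26% in these data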;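 further: 0% = LYPLA2 with DMSO and 100% = wells lacking LYPLA2 enzyme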
# PME-1 inh – blocks human protein phosphatase methylesterase 1. AID 2130. 320,000 compounds, 0.53% hits. inhibition, % at 5.9 µM. recombinant PME-1, FP-Rh probe fluorescence polarization;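 active means inhibition above the campaign mean of all compounds plus 3 SD, cut at about 26% in these data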;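 further: competitive labeling of PME-1 active site by serine hydrolase directed probe; 0% = PME-1 with DMSO and 100% = wells lacking PME-1 enzyme; inhibitors block probe labeling so polarization falls and inhibition rises; many of its hits are not listed in these tables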
# LYPLA1 inh – LYPLA1 (human) inhibition in PME1 counter-screen; 320,000 compounds, 0.16% hits; recombinant LYPLA1, FP-Rh probe fluorescence polarization; O75608; inhibition, % at 5.9 µM;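 active means inhibition above the mean of all tested compounds plus 3 SD, set per campaign, cut at about 14% in these data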;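 further: inhibitors block serine hydrolase probe labeling of LYPLA1 so polarization falls; 0% = enzyme with DMSO and 100% = wells lacking LYPLA1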
# GSTO1 counter – GSTO1 inhibition, counter-screen for RBBP9 inhibitors; P78417; recombinant GSTO1, activity-based probe fluorescence polarization; inhibition, % at 5.96 µM; 300,000 compounds, 1.1% hits;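 active means inhibition above the campaign mean inhibition plus 3 SD, cut at about 35% in these data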;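 further: 0% = GSTO1-1 with DMSO and 100% = wells lacking GSTO1-1 enzyme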
# Target sequence (P78417 whole entry, looked up): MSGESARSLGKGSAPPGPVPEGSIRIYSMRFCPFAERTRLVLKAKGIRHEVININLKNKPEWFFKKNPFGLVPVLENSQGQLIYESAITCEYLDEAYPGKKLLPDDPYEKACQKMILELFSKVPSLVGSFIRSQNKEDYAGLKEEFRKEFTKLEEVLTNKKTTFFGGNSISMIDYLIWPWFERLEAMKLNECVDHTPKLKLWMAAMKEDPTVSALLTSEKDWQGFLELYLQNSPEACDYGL
# PAFAH1B2 inh – PAFAH1B2 (human) inhibition. recombinant PAFAH1B2, FP-rhodamine activity probe, fluorescence polarization. 340,000 compounds, 1.2% hits. inhibition, % at 3.39 µM. P68402. AID 492953;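 active means inhibition above the mean of all tested compounds plus 3 SD, cut at about 24% in these data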;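 further: 0% = enzyme with DMSO and 100% = wells lacking PAFAH1B2; many of its hits are not listed in these tables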
# * marks the source's active call; other numbers are inactive results; . = not tested or not shown. Some of the compounds tested (hit frequency here may not be typical).
SMILES,pPAFAH FP inh,PREPL inhibitor,PAFAH1B3 inh,PAD4 FP inh,LYPLA2 inh,PME-1 inh,LYPLA1 inh,GSTO1 counter,PAFAH1B2 inh
Cc1ccc(CSc2ncnc3c2cnn3-c2ccccc2)cc1,-5,3,4,0,1,-8,0,5,8
CCOc1ncccc1C(=O)Nc1ccc(S(=O)(=O)Nc2nccs2)cc1,4,1,9,-3,-2,1,-4,5,3
C=C(C)c1cccc(C(C)(C)NC(=O)Nc2ccc(OC)nc2)c1,-2,4,5,-5,-2,-3,0,4,-2
Cc1ccc(NC(=O)COc2ccc(C(=O)NCCc3ccccc3)cc2)cc1,1,8,.,2,7,2,0,5,.
CC(=O)c1c(C)oc2c1C(=O)c1ccccc1C2=O,0,-4,28*,-19,0,-12,-2,46*,7
Cc1nonc1NC(=O)CSc1nc2ccccc2cc1C#N,21,22,8,0,4,20,-2,-3,9
CCCCn1c(N)c(N(CC(C)C)C(=O)C2CC(=O)N(Cc3ccccc3)C2)c(=O)[nH]c1=O (stereo unspecified),6,7,-4,5,3,0,1,10,2
Cc1cc(=O)[nH]c(SCC(=O)Nc2cccc3ccccc23)c1C#N,3,4,5,2,2,15,0,-15,4
C=CCN1C(=O)C(CC(=O)O)SC1=Nc1ccc(N=Nc2ccccc2)cc1 (stereo unspecified),7,6,-2,-2,3,0,5,7,5
O=[N+]([O-])c1ccc(OC(F)F)c(/C=N/n2cnnc2)c1,3,-4,3,-5,0,4,0,7,2
Cc1cccc(C)c1OCC(=O)NNC(=S)NC(=O)C1CC1,2,9,1,0,-3,1,-1,3,0
O=C(CSc1nc2ccccc2c(=O)n1-c1ccccc1)N1CCCC1,3,-11,2,0,-4,-3,-1,-5,6
CSCC[C@H](NC(=O)COc1ccc(Cl)cc1Cl)c1nc2ccccc2[nH]1,4,1,2,4,-5,2,-2,5,6
O=C(Nc1ccccc1O)c1ccc(NC(=O)C2CC2)cc1,1,2,8,-1,-1,6,0,-5,2
Cc1[nH]c2ccc(OCc3ccccc3)cc2c1CCN1C(=O)OC(C)(C)C1(C)O (stereo unspecified),9,21,3,6,5,4,0,4,-1
Cc1cc(C)n2nc(SCc3cc(=O)oc4cc(O)ccc34)nc2n1,10,-5,.,3,10,-7,0,0,.
CC(=O)C1=C(O)C(=O)N(c2ccc(O)cc2)C1c1ccccc1F (stereo unspecified),5,4,0,-3,-5,2,1,3,2
Cc1cccc(C)c1OCc1n[nH]c(=S)n1N,3,5,2,-4,-4,1,0,2,6
O=c1[nH]cc(S(=O)(=O)N2CCN(c3cccc(C(F)(F)F)c3)CC2)c(=O)[nH]1,2,-1,5,-2,3,2,2,1,1
COc1ccc(N(C(=O)c2ccco2)C(C(=O)NC2CCCCC2)c2cccs2)cc1OC (stereo unspecified),1,-6,2,-5,1,1,3,0,6
COc1ccc(CN2C(=O)C(C)Nc3ncnc(N4CCN(c5ccccn5)CC4)c32)cc1 (stereo unspecified),9,-39,-2,-2,.,.,.,.,-1
COc1ccc2nc(-c3ccc(N)cc3)[nH]c2c1,5,19,3,-2,4,3,2,8,9
CCc1nc(Nc2ccc(F)cc2)c2oc3ccccc3c2n1,0,-10,9,-5,-5,-7,-8,-14,6
COc1ccc(OC)c(S(=O)(=O)N2CCC(NC(=O)c3ccccc3)CC2)c1,0,5,9,-2,-5,-4,-4,6,0
Cc1ccc(CNC(=O)CCS(=O)(=O)c2ccc3c(c2)CC(C)N3C(=O)C2CC2)cc1 (stereo unspecified),3,-3,6,0,-6,4,-2,-6,9

# A second format for some results above:
Cc1cccc(C)c1OCc1n[nH]c(=S)n1N
  pPAFAH FP inh = 3
  PREPL inhibitor = 5
  PAFAH1B3 inh = 2
  PAD4 FP inh = -4
  LYPLA2 inh = -4
  PME-1 inh = 1
  LYPLA1 inh = 0
  GSTO1 counter = 2
  PAFAH1B2 inh = 6
O=C(Nc1ccccc1O)c1ccc(NC(=O)C2CC2)cc1
  pPAFAH FP inh = 1
  PREPL inhibitor = 2
  PAFAH1B3 inh = 8
  PAD4 FP inh = -1
  LYPLA2 inh = -1
  PME-1 inh = 6
  LYPLA1 inh = 0
  GSTO1 counter = -5
  PAFAH1B2 inh = 2
CCCCn1c(N)c(N(CC(C)C)C(=O)C2CC(=O)N(Cc3ccccc3)C2)c(=O)[nH]c1=O (stereo unspecified)
  pPAFAH FP inh = 6
  PREPL inhibitor = 7
  PAFAH1B3 inh = -4
  PAD4 FP inh = 5
  LYPLA2 inh = 3
  PME-1 inh = 0
  LYPLA1 inh = 1
  GSTO1 counter = 10
  PAFAH1B2 inh = 2
O=[N+]([O-])c1ccc(OC(F)F)c(/C=N/n2cnnc2)c1
  pPAFAH FP inh = 3
  PREPL inhibitor = -4
  PAFAH1B3 inh = 3
  PAD4 FP inh = -5
  LYPLA2 inh = 0
  PME-1 inh = 4
  LYPLA1 inh = 0
  GSTO1 counter = 7
  PAFAH1B2 inh = 2

# Later entries:
SMILES,pPAFAH FP inh,PREPL inhibitor,PAFAH1B3 inh,PAD4 FP inh,LYPLA2 inh,PME-1 inh,LYPLA1 inh,GSTO1 counter,PAFAH1B2 inh
Cc1cc2sc3ccc(C#CC4(O)CCCCC4)cc3c(=O)c2cc1C,-9,-16,-6,-3,-9,-14,-12,-6,-5
COC(=O)c1ccc(C)c(N(CCO)CCO)c1,4,0,4,5,-4,-1,-1,5,6
Nc1nnc(-c2ccco2)s1,5,4,10,0,-2,3,0,-9,-4
C=CCNC(=O)c1ccccc1NC(=O)Nc1ccccc1,6,1,2,0,2,-2,2,-3,3
Cc1ccc(C)c(NC(=O)CN(C)C(=O)C2CCCC2)c1,-2,13,4,2,4,6,2,.,-2
Cc1cc(C)nc(N2CCC(C(=O)NNC(=O)c3ccc(Cl)cc3)CC2)n1,2,-3,1,0,-7,-5,-4,5,2
CCOc1cc(NC(=S)NC)c(OCC)cc1NC(=O)c1cccs1,-9,1,4,-4,-14,-3,-6,5,4
Cc1cccc2cc(C#N)c(NCCNS(=O)(=O)c3ccccc3)nc12,2,0,2,-1,4,4,1,1,-3
Cc1nc(-c2cccc3ccccc23)ccc1C(=O)O,3,1,-5,-2,6,2,-1,4,6
Cc1oc(-c2ccccc2F)nc1CS(=O)CC(=O)NC1CCCCC1 (stereo unspecified),1,16,9,-9,-3,3,-1,-2,4
CC(C)c1c(C(=O)N/N=C/c2ccc(-c3ccccc3)cc2)nnn1-c1nonc1N,-1,-4,7,3,4,-1,-2,1,1
COc1cc(CCC(=O)NC2(C)CCS(=O)(=O)C2)cc(OC)c1OC (stereo unspecified),0,0,0,0,-4,6,0,.,5
COc1cccc(OCCNCc2ccccc2)c1,11,-7,15,2,-2,-1,-1,7,5
O=C(COC(=O)/C=C/c1ccc([N+](=O)[O-])cc1)Nc1ccc(F)cc1,13,18,3,0,2,3,-1,.,-3
CC(C)OCC(O)CN1CCN(C(c2ccccc2)c2ccccc2)CC1 (stereo unspecified),5,1,-7,-3,-4,2,-1,2,1
O=C(C1=NN[C@@H]2C(=O)N(c3ccccc3C(F)(F)F)C(=O)[C@H]12)c1ccc2ccccc2n1,3,-5,7,-4,-2,4,-4,6,3
Cc1cc2oc3c(c(=O)c2cc1C)C(c1cccc(Br)c1)N(Cc1ccco1)C3=O (stereo unspecified),8,-7,-5,4,-4,-1,3,0,-6
CCCCNC(=O)CCC(=O)Nc1ccc2nc(N3CCC(C)CC3)cc(C)c2c1,7,15,5,-5,7,4,3,-2,10
O=C(OC(C(=O)NCc1cccs1)c1ccccc1F)c1ccco1 (stereo unspecified),4,-1,-2,-6,8,-2,6,0,1
COC(=O)c1ccccc1NC(=O)CSc1nc(N)cc(N)n1,-5,1,-1,-1,4,-1,-2,30,0
N=c1c(C(=O)NC2CCCCC2)cc2c(=O)n3ccccc3nc2n1Cc1ccccc1,-1,8,4,-5,1,2,-1,-3,4
CCCNS(=O)(=O)c1cccc2cccnc12,14,-5,1,3,-1,-2,-1,10,-2
CC(C)(C)OC(=O)N1CCC(Cc2cc(-c3cccc(Br)c3)no2)(C(=O)O)CC1,4,13,14,-1,4,-5,0,6,13
COc1ccc(C(=O)Nc2ccc3cn[nH]c3c2)c(OC)c1,2,-4,5,-2,-11,-7,-2,-5,-2
CCOC(=O)/C=C/[C@H]1CCc2cccc(Cl)c2O1,-3,5,5,1,-2,-5,0,.,-10
SMILES,pPAFAH FP inh,PREPL inhibitor,PAFAH1B3 inh,PAD4 FP inh,LYPLA2 inh,PME-1 inh,LYPLA1 inh,GSTO1 counter,PAFAH1B2 inh
CN1C(=O)CC(C(=O)O)SC1=Nc1ccc(F)cc1 (stereo unspecified),4,-1,11,3,-9,-8,-3,5,2
CC1CCCC(C)N1C(=O)COC(=O)c1cccs1 (stereo unspecified),-2,18,6,-2,.,.,.,.,9
Cn1cc(Br)c(-c2cccc(N3C(=O)CC(C)(C)CC3=O)c2)n1,1,0,16,-2,1,0,3,2,3
CC(CC(=O)OCC(=O)Nc1ccc2[nH]c(=O)[nH]c2c1)c1ccccc1 (stereo unspecified),0,20,9,-5,-1,0,2,.,2
O=C(COC(=O)c1ccc2c(=O)n3c(nc2c1)CCC3)NC1CCS(=O)(=O)C1 (stereo unspecified),-8,15,9,-4,2,-3,-1,7,6
N/C(=N\OC(=O)Nc1ccccc1)c1ccno1,3,0,.,2,-1,-2,1,2,.
CCn1c(=O)cc(OCC(=O)Nc2cccnc2)c2ccccc21,1,1,3,0,2,3,0,9,2
O=C(NCCCN1CCc2ccccc2C1)Nc1ccc(Br)cc1,2,10,13,-4,2,-10,10,10,3
Cn1c(SCC(=O)NCc2ccccc2)nnc1-c1ccc(NC(=O)CCc2ccccc2)cc1,3,7,-6,-2,5,2,3,-5,-1
O=C(C1CCCN(S(=O)(=O)c2ccc(Br)s2)C1)N1CCN(c2ccccc2)CC1 (stereo unspecified),5,21,2,-3,8,1,1,7,10
CC(C)C(c1nnnn1Cc1cccs1)N1CCN(c2ccccc2)CC1 (stereo unspecified),3,4,4,-2,0,5,0,1,0
CCOc1cc(C2C(C#N)=C(N)Oc3cc(N)ccc32)ccc1O (stereo unspecified),17,20,5,-8,-2,2,-1,-4,-2
Cc1cccc(C(=O)NCCC(=O)NCc2ccccc2F)c1,4,3,6,-2,4,1,4,.,1

# Reformatted: entries from further up
# Each structure is followed by: pPAFAH FP inh	PREPL inhibitor	PAFAH1B3 inh	PAD4 FP inh	LYPLA2 inh	PME-1 inh	LYPLA1 inh	GSTO1 counter	PAFAH1B2 inh
- CC(CC(=O)OCC(=O)Nc1ccc2[nH]c(=O)[nH]c2c1)c1ccccc1 (stereo unspecified)
  0	20	9	-5	-1	0	2	.	2
- O=C(COC(=O)c1ccc2c(=O)n3c(nc2c1)CCC3)NC1CCS(=O)(=O)C1 (stereo unspecified)
  -8	15	9	-4	2	-3	-1	7	6
- N/C(=N\OC(=O)Nc1ccccc1)c1ccno1
  3	0	.	2	-1	-2	1	2	.
